E coli RNAP: Escherichia coli RNA polymerase inhibition; E. coli RNA polymerase, fluorescence transcription assay; P0A8V2; 62,000 compounds, 0.2% hits; inhibition, %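 (tested at 10 µM)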; in the data active = inhibition above about 20%;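 note: 0% = enzyme without compound and 100% = no enzyme blank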
Her2 expr inh: lowers expression of human Her2 kinase | HER2 level % of control, % at 10 µM | SKBR-3 HER2 protein level, AlphaScreen, 18-24 h; hits give low values | 65,000 compounds, 0.69% hits | AID 645;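 active = HER2 level under 5% of the carrier-only control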;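 note: 100% = DMSO carrier and 0% = 500 nM PU-H71 HSP90 inhibitor; lower value means stronger loss of Her2 protein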
M1 ag: activates the M1 muscarinic receptor | CHO-M1 cells, Fluo-4 calcium fluorescence, agonist mode; hits give high values | B-score at 10 µM | 64,000 compounds, 3% hits | AID 626;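 active = fluorescence rise, raw or as B-score row- and column-corrected plate score, outside the 99.7% band of its plate's samples, either direction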
M1 antagonist: antagonists of rat M1 muscarinic receptor; P08482; CHO-M1 cells, Fluo-4 calcium, ACh EC80 antagonist mode; hits give low values; B-score at 10 µM; 64,000 compounds, 3.4% hits;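 active = calcium fluorescence response, raw or row-and-column corrected B-score, differing from the plate sample mean either way at a set confidence level, mostly lower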
Target sequence (P08482 whole entry, looked up): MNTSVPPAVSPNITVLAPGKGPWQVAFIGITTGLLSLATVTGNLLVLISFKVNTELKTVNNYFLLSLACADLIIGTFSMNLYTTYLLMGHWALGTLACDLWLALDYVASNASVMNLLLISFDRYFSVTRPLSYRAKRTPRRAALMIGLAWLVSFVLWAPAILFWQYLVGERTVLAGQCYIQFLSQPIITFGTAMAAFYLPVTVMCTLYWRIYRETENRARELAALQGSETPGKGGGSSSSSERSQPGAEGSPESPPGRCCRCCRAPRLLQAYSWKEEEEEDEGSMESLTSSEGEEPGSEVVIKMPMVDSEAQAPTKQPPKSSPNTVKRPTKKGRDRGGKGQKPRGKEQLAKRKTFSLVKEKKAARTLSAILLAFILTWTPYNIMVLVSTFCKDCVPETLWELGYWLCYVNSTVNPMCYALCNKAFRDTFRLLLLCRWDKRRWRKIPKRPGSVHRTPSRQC
NADH coupling: inhibitors of enzymes used to reach an NAD/NADH endpoint; IC50, µM (doses to about 10 µM), for inactives: at the top dose inhibition; 65,000 compounds, 0.02% hits; coupled PK/LDH NADH assays, four targets; AID 774;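 active = single-dose screening hits from any of four coupled enzyme assays that gave an IC50 when retested across doses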;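 note: the DPM-DC format reads NADH fluorescence rather than 340 nm absorbance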
Hsp90 block: displaces geldanamycin probe from tumor Hsp90; P07900; NCI-N417 lysate Hsp90, Cy3B-geldanamycin FP displacement; inhibition, % at 30 µM; 64,000 compounds, 0.35% hits;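 active = inhibition above 50%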;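 note: 0% = tracer plus lysate wells and 100% = tracer alone without lysate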
5HT1a ag: activates the human 5-HT1a serotonin receptor; CHO 5-HT1a Ga15 NFAT-bla reporter, FRET ratio; 0% basal, 100% maximal reference agonist; AID 567; 65,000 compounds, 0.56% hits; activation, % at 10 µM;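 active = activation above the screen-wide mean activation plus 3 SD, cut at about 19% in these data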;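 note: 0% = DMSO wells and 100% = 5-CT at EC100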
Autofluor 339: intrinsic fluorescence of library compounds, ex339/em460 – biochemical, MLSMR library, data from DPM-DC assay, artefact control, profiling panel. compound autofluorescence, ex339/em460 nm, NADH buffer; hits give high values; 1 = no-compound wells, NADH background. fluorescence fold increase at 10 µM. 65,000 compounds, 5.5% hits. AID 709;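 active = at 10 µM, mean starting fluorescence two-fold or more over control wells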;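 note: signal is the first read of a kinetic run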
D1 mod: allosteric modulators of human D1 dopamine receptor. P21728. HEK293 D1, CRE-luciferase, dopamine EC30 potentiation; actives deviate in either direction. B-score at 10 µM. 58,000 compounds, 5.9% hits;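 active = luminescence count or its row- and column-corrected plate score outside the 99.7% band of the plate's sample wells, on either side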
Target sequence (P21728 whole entry, looked up): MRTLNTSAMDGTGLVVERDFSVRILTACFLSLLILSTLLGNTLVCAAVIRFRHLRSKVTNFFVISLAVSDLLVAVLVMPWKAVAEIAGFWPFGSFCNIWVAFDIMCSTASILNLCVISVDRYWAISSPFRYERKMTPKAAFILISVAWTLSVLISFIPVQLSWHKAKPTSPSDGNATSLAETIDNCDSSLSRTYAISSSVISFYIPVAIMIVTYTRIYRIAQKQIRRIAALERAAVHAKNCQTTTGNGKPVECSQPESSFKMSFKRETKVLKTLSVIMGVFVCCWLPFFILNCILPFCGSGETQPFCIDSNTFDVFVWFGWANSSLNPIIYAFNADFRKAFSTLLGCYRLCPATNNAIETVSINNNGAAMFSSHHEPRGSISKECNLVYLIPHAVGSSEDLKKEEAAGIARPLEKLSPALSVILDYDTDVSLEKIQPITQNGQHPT
* = called active by the depositor; . = no result given; [ ] = remark or other dose.

Compound | E coli RNAP | Her2 expr inh | M1 ag | M1 antagonist | NADH coupling | Hsp90 block | 5HT1a ag | Autofluor 339 | D1 mod
CCCc1nnc(NC(=O)CCC(=O)N2CCCCCC2)s1 | 6 | 103 | -0.81 | -0.0049 | 7% | -1 | -0.8 | 1 | 0.13
CCN(CC)C(NC(=O)c1ccccc1)C(=O)c1ccccc1 (centres undefined) | 8 | 100 | -0.56 | -0.047 | 4% | -8 | -1.4 | 1.1 | 0.13
COc1ccc(OC)c(-n2nnnc2SCC(=O)Nc2ccc3c(c2)OCCO3)c1 | 4 | 85 | 0.89 | 0.73 | 6% | -2 | 0.0 | 1.1 | -0.23
O=C(c1ccccc1)N1CCCOC1c1ccccc1 (centres undefined) | 12 | 111 | 0.17 | 0.32 | 7% | 0 | -1.0 | 1.1 | -0.095
CCOC(=O)c1c(C)c(C(=O)NCCCOC)c(C)n1C | 5 | 89 | -0.0056 | 0.26 | 5% | -3 | -0.7 | 1.1 | 0.7
CC(=O)Nc1ccc(NC(=O)c2ccccc2N(C)S(C)(=O)=O)cc1 | 10 | 103 | -0.35 | -0.46 | 1% | 3 | 0.2 | 1 | -0.083
Cc1ccc(S(=O)(=O)N2CCCC(NC(=O)N3CCN(c4ccccc4)CC3)C2)cc1 (centres undefined) | -1 | 103 | 0.43 | 1.2 | 5% | -5 | -1.4 | 1.1 | -0.12
O=C(CCC(=O)N1CCN(S(=O)(=O)c2ccccc2)CC1)NC1CCCc2ccccc21 (centres undefined) | 3 | 90 | 0.93 | -0.29 | 4% | -2 | -3.1 | 1.1 | 0.26
COc1cc(C(=O)N(CCc2ccccc2)C2CC3CCC(C2)N3C)cc(OC)c1OC (centres undefined) | 2 | 118 | 0.064 | -1.6 | 8% | -3 | -2.5 | 1 | 1.1
CC1CCc2nc3ccc(S(=O)(=O)N4CCC(C(=O)NC5CCCC5)CC4)cc3c(C(=O)O)c2C1 (centres undefined) | 5 | 96 | 0.33 | 0.05 | 1% | -5 | -0.4 | 1.1 | .
CC1(C)Cc2nc(NCCCO)c(C#N)cc2CO1 | -16 | 90 | 0.38 | 1.5 | 2%[fluoresces] | -2 | 2.4 | 2.4* | .
COCCNC(=O)COc1ccc(C)c(C)c1 | 1 | 125 | 0.55 | 0.24 | 2% | . | . | 1.1 | 0.75
CCCNc1nc2c(c(=O)[nH]c(=O)n2C)n1CCc1ccccc1 | 7 | 77 | 0.055 | -0.62 | 3% | 0 | -0.2 | 1.1 | 3.1*
COc1ccc[nH]c1=O | 9 | 82 | -0.078 | -1 | 5% | -3 | -0.3 | 1.1 | .
COC(=O)c1ccc(OC(=O)c2ccco2)cc1 | 2 | 60 | 0.7 | 0.23 | 3% | 0 | -1.3 | 1.2 | 0.014
COc1ccc(-n2c3c(cc(C(=O)N4CCN(CCO)CC4)c2=O)C(=O)CC(C)(C)C3)cc1 | 3 | 74 | -0.44 | -0.59 | 3% | . | . | 1.1 | 0.02
Cc1ccc(CSc2nnnn2C)cc1 | 5 | 84 | -0.15 | -1.5 | 6% | -13 | -1.9 | 1 | 0.54
COc1ccc(NC(=O)c2nc[nH]c2C(=O)Nc2ccccc2C)cc1 | 0 | 74 | 0.38 | 0.4 | 7% | 2 | 4.8 | 3.2* | 7.5*
CN(C)c1ccc(-c2nn3c(-c4ccc(Cl)cc4Cl)nnc3s2)cc1 | 7 | 51 | 0.47 | 0.24 | 6% | -2 | -0.2 | 1.5 | 0.34
OC(Cn1cncn1)c1ccc(Cl)cc1Cl (centres undefined) | 11 | 75 | 1 | -1 | 4% | 4 | 1.8 | 1.1 | 0.24
CN1CCc2c(C#N)c(N3CCCCC3)nc(NCc3ccccc3)c2C1 | 4 | 55 | 0.028 | 0.31 | 4% | -1 | 2.1 | 1.2 | .
Cc1cc(C)nc(N2CCN(c3ncnc4c3oc3ccccc34)CC2)n1 | 4 | 96 | -0.2 | 0.42 | 0% | 3 | -1.5 | 1.3 | 0.27
CCNC(=O)C1CCCN1S(=O)(=O)c1ccc(OC)cc1 (centres undefined) | 1 | 85 | 0.014 | 0.39 | 5% | -5 | -2.1 | 1.1 | .
Cc1oc2cc(O)cc(O)c2c(=O)c1-c1ccc2c(c1)OCCCO2 | 0 | 124 | -0.89 | 0.45 | 3% | -3 | -0.3 | 1.1 | 0.57
O=C(O)C1C2C=CC(C3CC23)C1C(=O)NCCc1ccccc1 (centres undefined) | 8 | 106 | -0.17 | 0.93 | 3% | 1 | -0.6 | 1 | 4
O=C(OCC(=O)N1CCc2ccccc21)c1ccc[n+]([O-])c1 | 13 | 107 | 0.59 | 0.52 | 0% | -6 | -1.4 | 1 | 1.2
CC(=O)Nc1ccccc1N(C)S(=O)(=O)c1ccc(C)cc1 | 3 | 107 | -1.2 | -0.45 | 3% | -4 | -0.4 | 1.1 | -0.86
CSc1n[nH]c(NC2=CC(=O)CCC2)n1 | . | 79 | 0.8 | -0.18 | 10% | -1 | 2.1 | 1.1 | -0.3
S=C(c1ccc(-c2ccccc2Cl)o1)N1CCOCC1 | 7 | 97 | 0.8 | 1.1* | 1% | 0 | -0.4 | 1.1 | -0.098
CCn1c(SCC(=O)Nc2nccs2)nnc1-c1ccc(C)cc1 | -2 | 126 | -0.36 | -0.2 | 2% | 1 | -1.0 | 1.1 | -1.2
Cc1noc(/C=C/N(C)C)c1S(=O)(=O)N1CCN(c2ccccc2)CC1 | -1 | 95 | 0.84 | -0.085 | 3% | -1 | -2.0 | 1.1 | 1.2
Fc1ccc(C(c2nnnn2Cc2cccs2)N2CCN(C3CCCC3)CC2)cc1 (centres undefined) | 8 | 86 | 0.64 | -0.9 | 6% | -2 | -1.7 | 0.92 | -1.4
Cc1cc(-c2ccccc2)nc(N2CCC(C(=O)NC(C)C)CC2)n1 | 5 | 88 | 0.093 | 0.39 | 30% | 1 | -1.0 | 3.3* | 1.4
CCOC(=O)c1cc2c(=O)n3cccc(C)c3nc2n(CCCOC)c1=NC(=O)c1cccnc1 | -8 | 146 | 2.4* | -1.3 | 14µM*[fluoresces] | . | 5.1 | 2.3* | .
N#CCSc1nc2scc(-c3cccs3)c2c(=O)n1CCc1ccccc1 | . | 56 | 0.49 | -3.3* | 3% | 1 | -0.2 | 0.99 | 1.8
Cc1ccc(CN(CC(=O)NCCc2ccccc2)C(=O)CCCC(=O)Nc2cc(C)on2)cc1 | 4 | 80 | 0.1 | -0.013 | 7% | 4 | -2.3 | 1.1 | 0.17
COCCn1c(SCC(=O)NCc2ccco2)nc2cccnc21 | -4 | 97 | -1.4 | 0.22 | 6% | -5 | -0.8 | 1 | .
CCCCCCc1ccc(OCC(=O)O)cc1OCC(=O)O | 8 | 101 | -0.38 | 0.53 | 1% | -5 | 4.0 | 1.1 | 0.12
CS(=O)(=O)N(CC(=O)N1CCCCCC1)c1cccc(Br)c1 | 1 | 78 | -0.2 | -0.11 | 2% | . | -0.3 | 1.1 | -0.78
CC(OC(=O)c1cccs1)C(=O)NCc1ccco1 (centres undefined) | 5 | 84 | 0.48 | -2.6 | 2% | -2 | 5.0 | 1.1 | .
O=C(c1cc(C2CC2)on1)N1CCN(c2ccc(F)cc2)CC1 | 0 | 84 | 0.012 | 0.78 | 13% | -2 | -2.9 | 1.1 | -0.54
Cc1cc(S(=O)(=O)NCCN2CCOCC2)c(C)s1 | -2 | 73 | -0.028 | 0.091 | 6% | -5 | -2.8 | 1.1 | 0.59
CCSc1nnc(NC(=O)C(C)(C)C)s1 | . | 103 | -0.91 | -0.72 | 0% | -2 | -0.1 | 1.1 | 2.4
Cc1ccc(SCc2cc(=O)[nH]c(N3CCN(Cc4ccc5c(c4)OCO5)CC3)n2)cc1 | 2 | 41 | -0.046 | 0.28 | 5% | -6 | -0.2 | 1.1 | -0.46
COc1cc(C(=O)O)nc2ccccc12 | 2 | 135 | -0.15 | 0.87 | 6% | -3 | 1.6 | 1.1 | -0.66

Structural class: the compounds so far with an aryl methoxy group (7)
Compound | E coli RNAP | Her2 expr inh | M1 ag | M1 antagonist | NADH coupling | Hsp90 block | 5HT1a ag | Autofluor 339 | D1 mod
COc1ccc(OC)c(-n2nnnc2SCC(=O)Nc2ccc3c(c2)OCCO3)c1 | 4 | 85 | 0.89 | 0.73 | 6% | -2 | 0.0 | 1.1 | -0.23
COc1cc(C(=O)N(CCc2ccccc2)C2CC3CCC(C2)N3C)cc(OC)c1OC (centres undefined) | 2 | 118 | 0.064 | -1.6 | 8% | -3 | -2.5 | 1 | 1.1
COc1ccc[nH]c1=O | 9 | 82 | -0.078 | -1 | 5% | -3 | -0.3 | 1.1 | .
COc1ccc(-n2c3c(cc(C(=O)N4CCN(CCO)CC4)c2=O)C(=O)CC(C)(C)C3)cc1 | 3 | 74 | -0.44 | -0.59 | 3% | . | . | 1.1 | 0.02
COc1ccc(NC(=O)c2nc[nH]c2C(=O)Nc2ccccc2C)cc1 | 0 | 74 | 0.38 | 0.4 | 7% | 2 | 4.8 | 3.2* | 7.5*
CCNC(=O)C1CCCN1S(=O)(=O)c1ccc(OC)cc1 (centres undefined) | 1 | 85 | 0.014 | 0.39 | 5% | -5 | -2.1 | 1.1 | .
COc1cc(C(=O)O)nc2ccccc12 | 2 | 135 | -0.15 | 0.87 | 6% | -3 | 1.6 | 1.1 | -0.66

Assay outcomes from PubChem.
